Compound activity (PubChem)
TEAD-YAP inh = TEAD-YAP interaction inhibition, primary screen, TEAD-YAP interaction inhibitor project, luminescence, HEK-TIYL cells. AID 1259422, 2018. 1.4% of 640,000 active. TEAD-Gal4/YAP UAS-luciferase luminescence. inhibition, % at 9.12 µM; in the data active = inhibition above about 32%;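 also: 0% = median of test compound wells and 100% = reference inhibitor wells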
FBW7 activator = FBW7 E3 ligase activators, primary screen, biochemical, AlphaScreen, human | F-box/WD repeat-containing protein 7 (Homo sapiens), Q969H0 | AlphaScreen FBW7–phospho-cyclin E peptide binding, activator screen | normalized activity (activation), % at 26.1 µM | 0.13% of 650,000 active | AID 1259310, 2017; in the data active = normalized activity above about 1.9%;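 also: purified mutant Fbw7 with reduced substrate affinity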
Target sequence (Q969H0 whole entry, looked up): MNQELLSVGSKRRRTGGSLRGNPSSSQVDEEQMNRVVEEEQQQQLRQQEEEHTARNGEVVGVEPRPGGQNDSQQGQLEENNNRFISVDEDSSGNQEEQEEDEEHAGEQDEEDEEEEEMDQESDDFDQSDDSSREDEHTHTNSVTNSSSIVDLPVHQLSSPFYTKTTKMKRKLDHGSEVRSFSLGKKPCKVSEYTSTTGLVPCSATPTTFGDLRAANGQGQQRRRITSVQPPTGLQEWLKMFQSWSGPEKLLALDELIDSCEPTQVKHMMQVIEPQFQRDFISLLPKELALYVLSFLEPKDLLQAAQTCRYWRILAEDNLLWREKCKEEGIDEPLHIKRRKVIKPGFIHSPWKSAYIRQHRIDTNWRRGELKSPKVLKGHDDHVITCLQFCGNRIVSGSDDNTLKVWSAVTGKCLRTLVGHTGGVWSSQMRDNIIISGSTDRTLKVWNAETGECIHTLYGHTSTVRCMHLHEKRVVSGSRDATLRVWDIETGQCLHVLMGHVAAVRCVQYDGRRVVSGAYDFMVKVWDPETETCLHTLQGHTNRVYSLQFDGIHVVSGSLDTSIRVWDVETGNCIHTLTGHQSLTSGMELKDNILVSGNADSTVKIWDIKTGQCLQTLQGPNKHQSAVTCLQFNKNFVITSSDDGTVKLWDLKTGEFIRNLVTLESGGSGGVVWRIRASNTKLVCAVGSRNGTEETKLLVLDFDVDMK
GPR151 ag = activators of human GPR151, primary screen, cell-based, PathHunter beta-arrestin, luminescence | G-protein coupled receptor 151 (Homo sapiens), Q8TDV0 | 1% of 650,000 active | PathHunter beta-arrestin GPR151 cells | activation, % at 11.2 µM; in the data active = activation above about 4.9%;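 also: 0% = median of compound wells and 100% = cells with positive control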
MITF inh = MITF inhibitors, primary screen, biochemical, AlphaScreen, human; AlphaScreen MITF homodimerization, bead proximity signal; inhibition, % at 2.6 µM; 0.91% of 650,000 active; AID 1259374, 2018; in the data active = inhibition above about 50%;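 also: 0% = vehicle wells with protein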
The depositor's hits bear a star.

1: COc1ccccc1CNC(=O)C1CCCN1S(=O)(=O)c1cccc2cccnc12 (stereo not given)
2: CCCCCCCOc1ccc(C2CC(=O)N(C)C2=O)cc1 (stereo not given)
3: Cc1cc(Nc2c(C)cccc2C)n2ncnc2n1
4: O=C(CCS(=O)(=O)c1ccc(Cl)cc1)Nc1ccc(F)cc1
5: C=Cc1ccc(Cn2c(C(=O)O)c(CNC3CCCC3)c3ccccc32)cc1
6: Cc1cccc(Nc2ncnc(N)c2[N+](=O)[O-])n1
7: CCCOC(=O)C12CC3CCC(CC(C3)C1)C2
8: CCN(CC)C(=O)[C@@H]1C[C@@H](NC2CCCCCC2)CN1Cc1cccnc1
9: Cc1c(C)n(C(=O)CSc2nn(-c3ccccc3)c(=S)s2)c2ccccc12
10: CCC(C)(C)n1nnnc1C(c1ccc(F)cc1)N1CCOCC1 (stereo not given)
screen / no.,1,2,3,4,5,6,7,8,9,10
TEAD-YAP inh,-11,6,-5,-1,18,4,5,-2,3,-1
FBW7 activator,0.3,0.4,0.1,-0.1,0.0,-0.1,-0.1,-0.1,-0.1,-0.1
GPR151 ag,-0.4,2.0,-0.7,-0.7,-0.3,0.4,-0.8,-0.9,-1.3,0.7
MITF inh,7,6,0,1,9,0,3,3,-2,-12

11: CCCc1cnc2c(c1SC1CCCC1)c(=O)n(C)c(=O)n2C
12: O=C(Nc1cccc([N+](=O)[O-])c1)NC1(C(F)(F)F)Oc2ccc(Cl)cc2O1 (stereo not given)
13: NS(=O)(=O)c1ccc(CNC2CC(=O)N(CCc3ccccc3)C2=O)cc1 (stereo not given)
14: COc1cc2c(cc1OC)C(Cc1ccccc1)NC(C)(C)C2 (stereo not given)
15: c1ccc(Nc2nc3nonc3n3cnnc23)cc1
16: Cc1ccc(C(C(=O)NCC2CCCO2)N(C(=O)Cc2cccs2)c2cccnc2)cc1 (stereo not given)
17: CSc1ccccc1C(=O)Nc1nc2c(C)c(C)ccc2s1
18: CCSc1sc(CC)cc1C1C(C(=O)Nc2ccccn2)=C(C)NC2=C1C(=O)CCC2 (stereo not given)
19: O=C(NCc1ccccc1F)C1CCCN1C(=O)NC1CCCCC1 (stereo not given)
20: COc1c(Cl)cc(Cl)cc1/C=C1\SC(NC(C)=O)=NC1=O
screen / no.,11,12,13,14,15,16,17,18,19,20
TEAD-YAP inh,-1,-12,-1,3,-6,6,-10,11,-1,-1
FBW7 activator,0.1,-0.2,0.0,0.1,-0.2,0.0,0.1,0.0,0.2,-0.1
GPR151 ag,-0.3,-0.6,-1.2,3.7,-1.8,-1.1,0.1,1.7,-0.7,0.9
MITF inh,1,-11,2,-18,-2,11,10,-1,22,12

21: COc1cc2[nH]c(=S)n(N(C(C)=O)C(C)=O)c(=O)c2cc1OC
22: COCCn1c(C)cc(C(=O)CSc2nnc3ccccn23)c1C
23: O=C(Nc1ccc([N+](=O)[O-])cc1O)C1CC1(c1ccccc1)c1ccccc1 (stereo not given)
24: O=C(N/N=C/c1ccc2ccccc2c1O)c1cccc([N+](=O)[O-])c1
25: O=C(Nc1ccccc1)c1ccc(C(=O)c2ccccc2)o1
26: CCCCOc1ccc(C(=O)N/C(=C/c2ccco2)C(=O)NCCO)cc1
27: Cc1c(C(=O)OCC(=O)C(C)(C)C)cccc1[N+](=O)[O-]
28: O=C(NCc1ccc(F)cc1F)c1cc(COc2c(F)cccc2F)on1
29: Cc1ccc2[nH]c(C)c(CCNS(=O)(=O)c3cc([N+](=O)[O-])ccc3C)c2c1
30: O=C1C2CC=C(Cl)CC2C(=O)N1CCc1ccccc1 (stereo not given)
screen / no.,21,22,23,24,25,26,27,28,29,30
TEAD-YAP inh,2,55*,3,17,-56,0,4,-4,3,-7
FBW7 activator,-0.2,0.3,0.0,0.9,0.1,0.2,0.1,0.1,-0.1,0.1
GPR151 ag,-0.2,-5.6,0.2,1.6,-0.1,2.3,1.6,0.1,-0.1,3.4
MITF inh,18,-6,-2,8,13,8,1,-8,4,5

31: O=C(Nc1ccc(-n2cccn2)cc1)C1CCN(Cc2cccc3cnccc23)CC1
32: COc1ccccc1CN1CCC(n2nccc2NC(=O)CCOc2ccccc2)CC1
33: CCCCOc1ccc(-c2nnc(-c3ccccc3Cl)o2)cc1
34: Cc1ccc(NC(=O)c2ccccc2Cl)cc1NC(=O)c1ccccc1Cl
35: O=C(c1cc(Cl)ccc1Cl)N1CCN(Cc2ccccc2)CC1
36: O=C(O)Cc1ccc(NC(=O)c2cnccn2)cc1
37: Cc1cc(C)cc(-n2c(C)cc(/C=N/NC(=O)c3ccncc3)c2C)c1
38: CCOc1ccc(C(=O)Nc2c3c(nn2-c2ccccc2C)CSC3)cc1
39: COc1ccc(OC)c(/C=C/C(=O)OCC(N)=O)c1
40: O=C(CSc1ccccn1)Nc1c(Cl)cccc1Cl
screen / no.,31,32,33,34,35,36,37,38,39,40
TEAD-YAP inh,7,6,9,-6,12,4,1,4,-2,-2
FBW7 activator,0.2,-0.1,0.0,-0.1,0.2,0.2,0.1,0.2,-0.2,-0.1
GPR151 ag,-0.8,-0.7,0.8,-0.2,-1.9,-2.9,-0.2,1.6,-0.9,-0.5
MITF inh,7,9,11,-4,11,0,10,-3,-3,3

41: CC(NC(=O)c1ccco1)c1nnc2n1CCN(Cc1cccc(F)c1)CC2 (stereo not given)
42: CCCc1cc2c(-c3ccccc3)cc(=O)oc2cc1OCc1ccc(C(=O)OC)o1
43: CCOC(=O)N1CCN(CC(O)COCC2=CCC3CC2C3(C)C)CC1 (stereo not given)
44: O=C(Nc1ccccc1-c1nc2ccccc2[nH]c1=O)c1ccco1
45: CC(=O)NCCc1ccc(S(=O)(=O)Nc2ccc3c(c2)OCCO3)cc1
46: CCN(C(=O)CN1C(=O)NC2(CCC(C)CC2)C1=O)c1cccc2ccccc12 (stereo not given)
47: CN(C)c1ccc(C2NN(Cc3ccccc3)C3C(=O)N(C4CCCCC4)C(=O)C23)cc1 (stereo not given)
48: CC1CCCCC1NC(=O)CSc1nnc(NCc2ccccc2)s1 (stereo not given)
49: CCOC(=O)C1=C(N)N(c2ccc(Cl)cc2)C2=C(C(=O)CC(C)(C)C2)C1c1ccc(OC)c(OC)c1 (stereo not given)
50: O=C(OC1CS(=O)(=O)CC1Cl)c1ccccc1 (stereo not given)
screen / no.,41,42,43,44,45,46,47,48,49,50
TEAD-YAP inh,3,-1,-1,-4,-1,-6,0,4,-16,0
FBW7 activator,0.0,0.1,-0.1,0.0,0.5,0.0,-0.5,0.0,0.8,0.5
GPR151 ag,4.1,0.2,2.2,-1.5,0.3,1.0,0.5,1.6,-0.1,-0.1
MITF inh,15,5,36,-5,21,-2,19,9,12,13

(continued)
The line under a structure holds: TEAD-YAP inh	FBW7 activator	GPR151 ag	MITF inh
[51] CCc1ccc(Nc2nc(-c3sc(C)nc3C)cs2)cc1
  47*	0.4	-1.9	12
[52] O=C(CS(=O)(=O)c1ccc(Cl)cc1)N1CCN(c2ccccc2)CC1
  -4	-0.1	-0.6	0
[53] Cc1nc2ccccc2nc1CN1CCCC(C(=O)Nc2ccc(-n3ccnc3C)cc2)C1 (stereo not given)
  14	0.0	2.3	9
[54] COc1ccccc1C1(CC(=O)N(C)CC(O)c2ccccc2)CC(=O)N(C)C1=O (stereo not given)
  -9	0.0	0.8	-8
[55] O=C(CN1C(=O)S/C(=C\c2ccc(Cl)s2)C1=O)Nc1ccccc1F
  -1	-0.1	7.9*	-22
[56] COc1ccc(S(=O)(=O)NC(C)C(=O)O)cc1Cl (stereo not given)
  4	0.0	0.6	5
[57] O=C(NCCCn1ccnc1)c1c(O)c2ccccc2[nH]c1=O
  5	-0.1	-0.6	14
[58] O=C(CSc1nc2cc(Cl)ccc2s1)N1c2ccccc2Sc2ccc(Cl)cc21
  -1	0.7	-0.6	-2
[59] Cc1nc(N2CCCCC2)c2c(C)c(C(=O)N3CCC(C)CC3)sc2n1
  -10	-0.2	-0.2	-2
[60] COc1ccc(N(CC(=O)Nc2cccc(SC)c2)S(C)(=O)=O)cc1
  -26	0.4	2.5	11
[61] COc1ccc(N2C(=O)N(Cc3ccc(F)cc3)c3ccccc3S2(=O)=O)cc1OC
  0	0.0	-1.4	-2
[62] CCCCOc1ccccc1C1C(C(=O)OCCOC)=C(C)NC2=C1C(=O)CC(c1ccc(OC)c(OC)c1)C2 (stereo not given)
  8	0.0	-0.6	2
[63] COc1ccc(C(=O)NNC(=O)c2ccncc2)cc1[N+](=O)[O-]
  9	-0.1	0.4	7
[64] CCCCSCCCNC(=O)Nc1ccc(C)c(C)c1
  7	0.1	-0.4	6
[65] COC(CNC(=O)CCc1c(C)nc2c(-c3ccc(F)cc3)c(C)nn2c1C)OC
  -7	1.1	-1.4	-2
[66] O=C(NC1CC1)c1ccc(-c2cccc(C(=O)NCCOc3ccccc3)n2)cc1
  -1	0.0	1.4	9
[67] CCOc1ccccc1NC(=O)C1CC1
  10	0.4	-1.5	0
[68] COc1ccc(OC)c(C2C(C(=O)Nc3cccnc3)=C(C)Nc3ncnn32)c1 (stereo not given)
  -1	0.2	-0.4	1
[69] NC(=O)Cc1c[nH]c2cccc(O)c12
  5	-0.1	1.6	-2
[70] Cc1ccc(/C=C/C(=O)NCc2cccs2)c(C)c1
  -45	0.1	1.1	-2
[71] CCCCCNC(=O)CSCc1ccc([N+](=O)[O-])cc1
  14	0.7	-0.8	13
[72] O=C(Nc1nnc(-c2cccnc2)s1)c1cc(-c2ccccc2)nc2ccccc12
  0	0.7	3.9	-7
[73] c1cnc(Nc2nccc(NC3CC3)n2)cn1
  -16	0.2	-0.7	12
[74] CC(=O)NCCNS(=O)(=O)c1cccc2nsnc12
  1	0.6	1.0	20
[75] Cc1ccccc1C(=O)N1CCN=C1SCc1cccnc1
  -22	-0.1	-0.7	6
[76] O=C(COc1ccc(Cl)cc1Cl)Nc1ccc(S(=O)(=O)N2CCCC2)cc1
  8	0.1	1.1	8
[77] CCS(=O)(=O)c1ccc(-c2ccnc(Nc3ccc(-n4ccnn4)cc3)n2)cc1
  10	0.2	-0.2	14
[78] C=CCn1c(C)cc(C(=O)COC(=O)CNC(=O)c2ccc(OCC)c(OCC)c2)c1C
  -1	-0.1	9.6*	5
[79] COc1ccc(C(=O)N/N=C/c2cc(OC)ccc2O)cc1
  -2	0.0	0.7	26
[80] COc1ccc(Cl)cc1C(=O)Nc1ccc(Cl)cc1[N+](=O)[O-]
  10	0.0	0.6	0

The list goes on.
The line under a structure holds: TEAD-YAP inh	FBW7 activator	GPR151 ag	MITF inh
[81] CC(=O)c1cccc(NS(=O)(=O)c2cccc(C(=O)O)c2)c1
  6	0.1	1.6	5
[82] C/C(=N\N1CCN(C)CC1)c1ccc(OC(F)F)cc1
  -3	0.7	-1.1	0
[83] Cc1ccc(N2C(=O)CSC2c2ccc3c(c2)OCO3)cc1F (stereo not given)
  -3	0.1	0.4	4
[84] Cc1ccc(/C=C2/C(=O)NC(=S)N(c3ccccc3)C2=O)o1
  5	0.0	-0.1	19
[85] O=C1OC(c2ccc(F)cc2)=N/C1=C\c1ccccc1Cl
  3	-0.2	-0.6	14
[86] Cc1cc(C)cc(NC(=O)c2ccc3c(=O)n(CCc4ccccc4)c(SCc4cccc(Cl)c4)nc3c2)c1
  4	0.6	-1.0	16

Structural class, the compounds so far with an aryl thioether with sulfur outside any ring.
The line under a structure holds: TEAD-YAP inh	FBW7 activator	GPR151 ag	MITF inh
[9] Cc1c(C)n(C(=O)CSc2nn(-c3ccccc3)c(=S)s2)c2ccccc12
  3	-0.1	-1.3	-2
[11] CCCc1cnc2c(c1SC1CCCC1)c(=O)n(C)c(=O)n2C
  -1	0.1	-0.3	1
[17] CSc1ccccc1C(=O)Nc1nc2c(C)c(C)ccc2s1
  -10	0.1	0.1	10
[18] CCSc1sc(CC)cc1C1C(C(=O)Nc2ccccn2)=C(C)NC2=C1C(=O)CCC2 (stereo not given)
  11	0.0	1.7	-1
[22] COCCn1c(C)cc(C(=O)CSc2nnc3ccccn23)c1C
  55*	0.3	-5.6	-6
[40] O=C(CSc1ccccn1)Nc1c(Cl)cccc1Cl
  -2	-0.1	-0.5	3
[48] CC1CCCCC1NC(=O)CSc1nnc(NCc2ccccc2)s1 (stereo not given)
  4	0.0	1.6	9
[58] O=C(CSc1nc2cc(Cl)ccc2s1)N1c2ccccc2Sc2ccc(Cl)cc21
  -1	0.7	-0.6	-2
[60] COc1ccc(N(CC(=O)Nc2cccc(SC)c2)S(C)(=O)=O)cc1
  -26	0.4	2.5	11
[86] Cc1cc(C)cc(NC(=O)c2ccc3c(=O)n(CCc4ccccc4)c(SCc4cccc(Cl)c4)nc3c2)c1
  4	0.6	-1.0	16
